SR-BI HDL uptake: mouse SR-BI HDL lipid transfer inhibition; Q61009; ldlA[mSR-BI] CHO cells, DiI-HDL uptake fluorescence, 3 h; inhibition, % at 12.5 µM; actives 0.96% (n = 320,000); AID 488896;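 active = mean replicate inhibition of at least 70% and a set share of replicates each scoring 70 or more; inconclusive = meets just one of the two criteria; inactive = fails both criteria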;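 note: 0% = median of neutral control wells and 100% = median of positive control wells; values of inactives mirror those of a sister screen read the other way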
Target sequence (Q61009 whole entry, looked up): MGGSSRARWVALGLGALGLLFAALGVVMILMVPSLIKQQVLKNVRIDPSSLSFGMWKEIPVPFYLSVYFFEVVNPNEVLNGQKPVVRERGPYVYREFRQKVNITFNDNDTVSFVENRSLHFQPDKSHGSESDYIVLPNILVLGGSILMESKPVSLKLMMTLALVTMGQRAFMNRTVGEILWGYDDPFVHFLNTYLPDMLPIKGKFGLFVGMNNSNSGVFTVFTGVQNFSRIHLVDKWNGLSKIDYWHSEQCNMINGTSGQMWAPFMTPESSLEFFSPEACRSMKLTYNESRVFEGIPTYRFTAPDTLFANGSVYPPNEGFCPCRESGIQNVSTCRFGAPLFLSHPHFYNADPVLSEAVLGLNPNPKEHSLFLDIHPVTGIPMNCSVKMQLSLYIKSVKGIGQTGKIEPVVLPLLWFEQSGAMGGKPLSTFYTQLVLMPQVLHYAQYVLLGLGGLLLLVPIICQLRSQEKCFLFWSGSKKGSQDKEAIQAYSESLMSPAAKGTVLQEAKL
DSG3 Ab inh: human desmoglein-3 autoantibody binding inhibition; DSG3-coupled beads, scFv-anti-DSG3-GFP binding, flow cytometry; stronger effect = lower value; P32926; AID 588358; actives 0.48% (n = 310,000); binding (percent of control), % at 10 µM;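 active = binding more than 3 SD below its plate's average and above zero; inconclusive = below that plate limit but binding exactly zero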;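 note: hits lower antibody fragment binding to DSG3; some compounds called inactive have numbers as strong as hits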
PKA-R2B activ: activates the human PKA-R2B holoenzyme complex; P22694+P31323; PKA-R2B holoenzyme dissociation, Cy5-IP20 fluorescence polarization; R2B truncated from residue 108, S112A mutant; 0% DMSO only, 100% 113 µM cGMP; activation, % at 11.4 µM; actives 0.079% (n = 340,000);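 active = activation above a cutoff set at the mean over all compounds plus 3 SD, cut at about 18% in these data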;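 note: higher means more holoenzyme dissociation and a rise in polarization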
Target sequence (P31323 whole entry, looked up, other chains not shown, the tested form may be a part): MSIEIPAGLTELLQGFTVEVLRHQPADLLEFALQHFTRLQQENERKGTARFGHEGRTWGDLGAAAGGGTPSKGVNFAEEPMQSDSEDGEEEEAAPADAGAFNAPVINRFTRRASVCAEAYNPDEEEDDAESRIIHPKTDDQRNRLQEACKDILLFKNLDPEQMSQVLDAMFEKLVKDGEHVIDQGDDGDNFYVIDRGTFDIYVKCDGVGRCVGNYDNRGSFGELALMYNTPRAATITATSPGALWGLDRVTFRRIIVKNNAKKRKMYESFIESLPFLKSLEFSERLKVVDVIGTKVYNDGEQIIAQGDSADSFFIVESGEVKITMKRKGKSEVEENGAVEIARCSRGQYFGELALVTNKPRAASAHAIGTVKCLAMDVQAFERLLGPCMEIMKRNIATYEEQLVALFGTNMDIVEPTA
Mot1-301 SUMO: blocks SUMOylation pathway, rescuing yeast Mot1-301 growth. S. cerevisiae Mot1-301 growth rescue, ATP luminescence, 38.5C; percent above DMSO median, 100 means doubled. growth rescue, % at 18.8 µM. actives 1% (n = 320,000). AID 2716;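 active = every valid replicate shows activation above 250% relative to neutral control wells; inactive = the rest, any valid replicate at or below 250%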;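 note: OY570 slx delta 5 strain wells were the positive control but not used for scaling; some compounds called inactive have numbers as strong as hits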
PKA-R1A activ: activators of PKA-R1A complex | P00514+P68181 | PKA-R1A dissociation, Cy5-IP20 fluorescence polarization; scaled: DMSO 0%, 113 µM cGMP 100% | activation, % at 11.4 µM | actives 0.083% (n = 340,000) | AID 504707;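 active = percent activation above the mean of all tested compounds plus 3 SD, cut at about 19% in these data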;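 note: higher means more PKAc released from R1A so a rise in polarization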
dFosB activator: activators of mouse delta FosB homodimer; P13346; purified delta FosB, TAMRA-CDK5 oligo fluorescence polarization; percent of positive-control signal above neutral wells; activation, % at 25 µM; actives 0.99% (n = 340,000);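 active = mean activation above about 17%, with every replicate also reaching it, limit read from the data, passing the limit was not always enough; inconclusive = only one of the two conditions met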;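 note: fluorescence polarization rise as delta FosB binds a TAMRA Cdk5 AP-1 oligo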
SR-BI DiI-HDL act: enhances SR-BI lipid uptake from DiI-HDL | actives 0.096% (n = 320,000) | activation, % at 12.5 µM | CHO ldlA[mSR-BI] cells, DiI-HDL uptake fluorescence, 3 h; 100 = double the neutral-control signal | AID 504775;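 active = mean replicate activation of at least 60% and every replicate at or above 60%; inconclusive = mean or all-replicate condition met, but not both; inactive = mean below 60% and not all replicates reaching 60%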;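 note: 0% = median plate neutral-control signal and 100% = twice that signal; values of inactives mirror those of a sister screen read the other way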
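Material: SR-BI-overexpressing, LDLR-lacking CHO cells; schedule: compound exposure 3 h, 37 °C; reagent: DiI-labelled HDL at 10 µg/mL final; technique: bottom-read fluorescence, 550/595 nm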
NSD2 inh: NSD2 (human) methyltransferase inhibition | O96028 | NSD2 peptide methylation, AlphaScreen, 120 min | inhibition, % at 12.5 µM | actives 0.54% (n = 310,000) | AID 743445; in the data active = inhibition above about 50%
MITF act: MITF TRPM1 promoter activation in melanoma cells; SK-MEL-5 TRPM1-promoter luciferase, 24 h; % of positive control, neutral wells = 0; activation, % at 12.5 µM; actives 0.75% (n = 300,000); AID 588334;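 active = mean activation of at least 80% with every replicate also reaching 80%; inconclusive = mean reaches 80% but some replicate falls short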;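 note: 0% = neutral control wells and 100% = parthenolide positive control wells; values of inactives mirror those of a sister screen read the other way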
CDK5 inh: blocks human CDK5/p35 kinase activity; Recombinant CDK5/p35, ADP-Glo luminescence, 60 min; inhibition, % at 10 µM; actives 0.01% (n = 330,000);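 active = highest replicate inhibition of at least 50% and at least 75% of replicates reaching 50%; inconclusive = only one of the two criteria met; inactive = both criteria failed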;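 note: plate controls were DMSO neutral control for no effect and GW8510 at 10 µM for full effect; many of its hits are not listed in these tables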
Arr AP2 block: blocks beta-arrestin peptide binding to AP2 adaptin. FITC-arrestin peptide / GST-AP2 beads, flow cytometry; AP2 beta2 appendage carries R879A mutation. actives 0.31% (n = 340,000). inhibition, % at 10 µM;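 active = inhibition above a set limit, near 3 SD of compounds lacking own fluorescence, cut at about 54% in these data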;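 note: plate controls were DMSO wells for no effect and 5 µM unlabelled arrestin peptide for full effect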
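Measured by: flow cytometry, FL1 (488/535 nm); Material: AP2 appendage R879A on GSH beads; Evaluation: percent response; Timing: pre-incubation 12 min, peptide binding 1 h, room temperature; Also added: 50 nM FITC-arrestin peptide; Medium: PBS with 0.05% Tween 20 and 0.1% BSA.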
The depositor's hits bear a star; ? = inconclusive; . = no result given.

SMILES	SR-BI HDL uptake	DSG3 Ab inh	PKA-R2B activ	Mot1-301 SUMO	PKA-R1A activ	dFosB activator	SR-BI DiI-HDL act	NSD2 inh	MITF act	CDK5 inh	Arr AP2 block
CCCCC(=O)Nc1ccc(C(=O)NCCc2ccc(S(N)(=O)=O)cc2)cc1	15	99	2	31	-1	-2	-15	-2	4	-2.2	4
COc1ccc(Nc2nc(N)nc(CSc3nnc(C)s3)n2)cc1	.	97	7	.	3	-2	.	2	41	0.5	3
CCCCN(C)C(=O)c1cn(C)c2ccc(S(=O)(=O)N3CCC(C)CC3)cc2c1=O	-9	100	-2	-8	1	-14	9	.	1	0.0	-6
CCCN=C1N(CC)C[C@@H]2[C@@H]3C(=O)N(C)C(=O)[C@@H]3[C@](Cc3ccccc3)(C(=O)OC)N12	-21	106	-5	.	-14	0	21	.	5	5.1	-4
Cc1ccc(-c2cc(C(=O)Nc3c(C)n(C)n(-c4ccccc4)c3=O)c3ccccc3n2)cc1	74*	118	1	8	-1	-3	-74	8	-1	0.5	36
CC1CN(S(=O)(=O)c2ccc(NC(=O)CCCN3C(=O)c4ccccc4C3=O)cc2)CC(C)O1 (configuration not stated)	0	98	-16	.	-2	6	0	-2	1	-0.2	2
COc1ccc(CCNC(=O)CN(c2cc([N+](=O)[O-])ccc2OC)S(C)(=O)=O)cc1OC	-9	100	0	491	-12	-7	9	-1	11	0.8	45
O=C(O)c1cccc(Nc2ncnc3sccc23)c1	-6	112	.	-17	.	3	6	-3	-10	3.2	7
CC(C)(C)c1ccc2c(c1)OC(C(=O)N/N=C\c1ccccn1)CO2 (configuration not stated)	-8	90	-1	1	3	-5	8	-2	-12	-1.7	4
Cc1cccc(N(CC(=O)NCCSCc2ccco2)S(=O)(=O)c2ccccc2)c1	23	104	-6	3	-4	-8	-23	-4	-2	-1.0	4
COCC(=O)Nc1ccc(N(C)C)cc1	-35	83	1	-18	-10	-2	35	0	.	0.8	20
COc1ccc(C)cc1NC(=O)c1sc2ncnc(N3CCN(c4ccccn4)CC3)c2c1C	30	.	-6	102	0	11	-30	-9	6	-1.6	3
COc1ccc(/C(C)=N/N2CCCCC2)c(O)c1	-11	101	-1	-10	0	-1	11	-1	?	0.1	-15
N/C(=N\OC(=O)CCCc1ccccc1)c1ccc(Br)cc1	-19	108	-7	0	-11	-9	19	-5	0	-1.3	-9
O=C(Cc1noc2ccccc12)NNC(=S)Nc1ccc(Cl)cc1	3	.	-1	-8	4	-2	-3	2	-3	0.2	-2
COc1ccc(C)cc1NS(=O)(=O)c1ccc(Cl)nc1	-18	112	8	-5	2	2	.	-2	1	-0.7	-3
O=c1ccncn1C1OC(CO)C(O)C1O (configuration not stated)	30	92	4	.	-2	2	-30	0	23	1.0	20
O=C(Nc1ccc(Cl)cc1F)c1ccccc1Br	20	120	0	8	-2	3	-20	-3	65	-0.4	3
Cc1cc(C)c(OCCN(C)C)c(Cl)c1	-38	107	-12	23	-6	2	38	0	0	-2.2	7
O=C(Nc1ccc(N2CCCC2)c(Cl)c1)c1cccs1	26	107	-11	18	-10	2	-26	2	62	-2.7	19
O=[N+]([O-])c1c(C(Cl)Cl)nn(-c2ccc(Cl)cc2)c1N1CCCCC1	60	83	-4	99	-4	-5	-60	-2	-6	3.6	7
O=C(Nc1cccc(Br)c1)c1ccc(Cl)c(S(=O)(=O)N2CCOCC2)c1	50	107	-17	-13	-12	-10	-50	1	-28	3.2	3
O=C(CSc1cccc[n+]1[O-])c1cc(Cl)ccc1Cl	-25	100	5	1	-10	-5	25	0	4	-0.7	3
COc1ccccc1C(=O)N1CCc2ccccc21	.	106	7	42	-5	-1	.	-3	-9	-1.3	6
COc1ccccc1/C=C/C(=O)NCCc1ccccn1	-1	106	-3	-28	6	0	1	0	60	1.5	-2
COc1ccccc1N(CC(=O)Nc1ccccc1C(=O)N1CCOCC1)S(C)(=O)=O	.	101	-16	-7	-5	-4	.	4	.	0.9	18
NS(=O)(=O)OCCCCCc1ccccc1	-18	102	-7	3	7	-8	18	.	.	-1.2	5
COc1cccc(CNC(=O)c2nnn(CC(=O)Nc3c(C)cccc3C)c2N)c1	-12	.	10	71	-15	15	12	-1	-13	-1.4	26
Cc1ccc2cn[nH]c2c1NC(=S)NC(=O)c1ccccc1	5	.	2	0	-1	-2	-5	3	.	-1.1	0
CCc1nnc(NC(=O)CN2CCN(Cc3ccccc3Cl)CC2)s1	-6	100	9	4	1	-7	6	34	5	0.8	-7
Cc1cccc(C(=O)NNC(=O)Nc2ccccc2)c1	-13	96	2	-9	2	-3	13	-2	-18	-1.2	11
COc1cccc(-c2nnc(SCC(=O)Nc3ccc4c(c3)OCCO4)n2Cc2ccco2)c1	0	.	-14	-8	-22	-19	0	1	-1	-2.8	-6
COc1ccccc1N1CCN(CCCN2C(=O)C3CCCN3C2=O)CC1 (configuration not stated)	-5	114	7	.	-1	0	5	-2	.	1.1	42
O=C(NCCS(=O)(=O)NCCCc1ccccc1)c1ccccc1	-24	95	3	12	-10	4	24	-4	-3	-1.7	-1
COc1cc(CNC2CCCC2)cc(Br)c1OCC(=O)Nc1ccccc1C	7	106	-5	-4	1	-1	-7	3	-1	-1.6	-16
CC(C)(C)CC(C)(C)NC1=CC(=O)OC12CCCCC2	18	87	6	11	-2	-8	-18	1	6	-1.1	-6
COc1ccc(C(=O)O)cc1S(=O)(=O)NC(C)(C)C	-22	89	-7	16	-4	0	22	-2	-2	-2.5	24
COc1ccc(OC)c(-n2cnnn2)c1	-7	106	-8	1	-3	-1	7	-4	.	1.2	13
CCOc1ccc(CCNC(=O)CS(=O)(=O)Cc2nc(-c3cccc(OC)c3)oc2C)cc1	42	65	6	5	-3	10	-42	0	-4	0.0	3
COc1cccc(NC(=O)[C@@H]2CCCN2S(=O)(=O)c2cccc3cccnc23)c1	-3	104	-7	253	-4	-5	3	.	4	1.5	15
COc1ccc(-c2c(-c3ccc(OCC(=O)NN)cc3O)n[nH]c2C(F)(F)F)cc1	-4	99	-1	-6	-1	-3	4	0	1	0.8	-7
Cc1cc(=O)n(CC(=O)NCCN2CCOCC2)c2c1c(C)nn2-c1ccccc1	3	107	5	11	-4	-3	-3	.	-6	0.6	3
CCOc1ccccc1CNC(=O)c1ccc(NC(=O)C2=C(C)OCCS2)cc1	64	94	-10	-4	-8	-2	-64	-2	4	-0.5	-4
COc1ccc(S(=O)(=O)N2CCC(C(=O)N[C@@H](C)C(=O)NCc3ccc(F)cc3)CC2)cc1	7	87	-2	2	-6	1	-7	-3	-3	-0.7	-3
Cc1cc(C(=O)NCCc2ccc(Cl)cc2)c2ccccc2n1	-12	114	-5	-11	-2	-8	12	-2	-2	-0.5	18
Cc1ccc(C(=O)CC(=O)c2ccc(C(C)(C)C)cc2)cc1	-12	100	-11	-10	-9	-5	12	1	48	0.6	6
CN1CCN(NC(=O)c2cc(-c3ccc(Cl)s3)nc3ccccc23)CC1	.	98	10	-2	0	-20	.	0	29	1.1	19
Cc1ccc(S(=O)(=O)N2CCN(C(=O)CSc3cc(C)ccc3C)CC2)c(C)c1	36	104	1	5	-1	-11	-36	0	1	-1.3	32
Cc1sc2ncnc(NCCc3ccc(S(N)(=O)=O)cc3)c2c1C	19	104	-9	-5	-4	-4	-19	0	-29	-0.4	8
COc1cccc(-c2cc3c(=O)n(-c4ccccc4)c(=S)[nH]c3s2)c1	-14	86	0	3	-9	-2	14	0	12	1.9	4
N#Cc1c(NC(=O)CSc2ccccn2)oc(-c2ccccc2)c1-c1ccccc1	27	109	-4	10	1	3	-27	0	9	1.8	1
CSc1c(C#N)c(N)nc2sc(C(=O)c3ccccc3)c(N)c12	9	108	-3	-5	-9	-7	-9	1	.	0.9	5
CCCOc1ccc(N2C(=O)CC(N3CCN(c4ccccc4F)CC3)C2=O)cc1 (configuration not stated)	3	95	-6	30	-1	-3	-3	0	-2	2.5	-4
C=CCCO[C@@H]1O[C@@H](C)[C@H](O)C[C@H]1O	-17	106	3	25	9	0	17	.	0	-0.7	7
Cc1ccc(S(=O)(=O)C2(C(=O)Nc3cccnc3)CC2)cc1	9	99	1	3	-4	-5	-9	.	9	0.1	4
CN(C(=O)/C=C/c1cnc2ccccc2c1)C1CCCCC1	12	96	-7	.	-14	-2	-12	3	5	-3.4	40
Cc1ccc(S(=O)(=O)NCCC(=O)NNC(=O)c2ccccc2Cl)cc1C	-30	85	-8	.	-7	-2	30	-1	0	0.5	-2
CC(C)N(C(=O)CSc1nnc(CNc2ccc(F)cc2)o1)C(C)C	1	98	-4	4	2	7	-1	-1	-3	0.0	-3
COc1ccccc1CC(=O)O/N=C(\N)c1ccccn1	11	113	5	-21	4	1	-11	-1	32	-0.6	-19
Cn1c(=O)c2c(nc(Br)n2CC(=O)C23CC4CC(CC(C4)C2)C3)n(C)c1=O	47	86	-9	21	-1	-12	-47	2	-10	0.9	-3
(more compounds)
SMILES	SR-BI HDL uptake	DSG3 Ab inh	PKA-R2B activ	Mot1-301 SUMO	PKA-R1A activ	dFosB activator	SR-BI DiI-HDL act	NSD2 inh	MITF act	CDK5 inh	Arr AP2 block
Cc1ccc2c(C(=O)CN3CCN(C(=O)c4ccco4)CC3)c(C)[nH]c2c1	21	96	.	78	.	-2	-21	-1	.	0.4	14
O=C(Nc1cccc(NC(=O)c2ccco2)c1)c1ccccc1	34	98	-9	-8	-10	-5	-34	47	19	-0.6	0
Brc1cccc(-c2nnc3sc(CNCc4ccco4)cn23)c1	-10	101	-12	.	-7	-10	10	.	-1	-1.0	0
CCOc1cc(NC2CS(=O)(=O)CC2O)c(OCC)cc1NC(=O)c1ccccc1 (configuration not stated)	19	107	4	4	9	-7	-19	61*	-18	2.1	34
CCOC(=O)Nc1cccc(OCC(=O)Nc2ccccc2OCC)c1	61	99	12	38	5	2	-61	-4	2	0.4	-3
COc1cc(C(=O)N/N=C/c2ccc(OC(=O)N3CCOCC3)cc2)cc(OC)c1OC	38	93	-6	38	4	-18	-38	22	8	1.6	2
